Measles CPE – protection of cells from measles virus; Measles virus-infected cells, CPE protection, absorbance; protection (pct of control), % at 4 µM; 1.5% of 140,000 active; AID 841; in the data active = protection mostly above about 24%, no sharp cut-off; inactive = mostly below about 26%; also: some compounds called inactive have numbers as strong as hits
bCat KO growth – beta-catenin-lacking colon tumor cell growth suppression. viability, % at 10 µM. HCT116 beta-catenin knockout viability, CellTiter-Glo, 60 h; active compounds read low. 1.5% of 140,000 active;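 active = viability at or under a set limit, the compound median less 4 SD, cut at about 6% in these data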;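 also: 0% = Hyamine 1622 control at 20 µM and 100% = untreated cell control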
Phagocyt inh – macrophage phagocytosis inhibition | J774A.1 macrophage IgG-bead phagocytosis, imaging | inhibition, % at 5 µM | 0.07% of 110,000 active | AID 1029;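 active = inhibition above the mean of the plate negative controls plus 5 SD, cut at about 13% in these data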;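 also: phagocytic index as fraction of beads internalized from green versus red external bead signal; plate controls were DMSO negative control for no effect and cytochalasin-D positive control for full effect; some results beyond the cut were filed as inactive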
NPY Y2 blocker – NPY-Y2 (human) receptor antagonism | P49146 | 0.99% of 140,000 active | NPY-Y2 expressing cells, antagonist mode | AID 793 | inhibition, % at 2.7 µM; in the data active = inhibition above about 17%;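 also: 0% = vehicle with agonist challenge and 100% = reference antagonist with challenge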
Target sequence (P49146 whole entry, looked up): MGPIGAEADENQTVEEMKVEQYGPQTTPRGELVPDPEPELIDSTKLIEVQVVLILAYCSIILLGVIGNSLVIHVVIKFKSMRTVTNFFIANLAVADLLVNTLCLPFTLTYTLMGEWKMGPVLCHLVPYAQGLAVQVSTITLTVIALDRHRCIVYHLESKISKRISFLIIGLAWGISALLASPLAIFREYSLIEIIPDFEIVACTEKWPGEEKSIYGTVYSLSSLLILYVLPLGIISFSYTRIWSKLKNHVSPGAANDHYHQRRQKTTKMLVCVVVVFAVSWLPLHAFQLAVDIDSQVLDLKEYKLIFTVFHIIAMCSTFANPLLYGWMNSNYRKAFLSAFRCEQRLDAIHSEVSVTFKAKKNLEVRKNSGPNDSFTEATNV
MRP-1 activ – MRP-1 activation; viability increase, % at 10 µM; H69AR cells + doxorubicin, viability rescue, CellTiter-Glo; 0.61% of 140,000 active;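 active = viability gain under doxorubicin at or above a set limit, the compound median plus 3 SD, cut at about 4.7% in these data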;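 also: MRP-1 overexpressing cells given doxorubicin 25 µM after compound pretreatment; 18-22 h compound pretreatment then 72 h with doxorubicin before readout; 0% = doxorubicin-only wells and 100% = vehicle-treated cells without doxorubicin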
Yeast lifespan up – yeast lifespan extension. AID 775. 0.68% of 130,000 active. S. cerevisiae growth with nicotinamide, OD615; deaD strain in restrictive glucose medium. inhibition of the nicotinamide effect, % at 10 µM;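 active = inhibition above a set limit, placed 3 SD over the median of all compounds, cut at about 26% in these data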;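 also: 0% = nicotinamide-treated wells and 100% = cells grown without nicotinamide; some compounds called inactive have numbers as strong as hits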
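Test system: DeaD-strain S. cerevisiae / Buffer or medium: restrictive glucose medium / Also added: nicotinamide 1.5 mM / Doses: one concentration, 10 µM, DMSO 0.25% / Schedule: 48 h at 30 °C / Signal: OD615 measurement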
GALR2 antag – antagonists of human galanin receptor 2 (GALR2). 0.39% of 140,000 active. O43603. inhibition, % at 4 µM. GALR2-expressing cells, antagonist mode; in the data active = inhibition above about 27%;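 also: cells stimulated with galanin 1-16 at roughly its EC80; 0% = agonist challenge control and 100% = basal control without agonist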
Target sequence (O43603 whole entry, looked up): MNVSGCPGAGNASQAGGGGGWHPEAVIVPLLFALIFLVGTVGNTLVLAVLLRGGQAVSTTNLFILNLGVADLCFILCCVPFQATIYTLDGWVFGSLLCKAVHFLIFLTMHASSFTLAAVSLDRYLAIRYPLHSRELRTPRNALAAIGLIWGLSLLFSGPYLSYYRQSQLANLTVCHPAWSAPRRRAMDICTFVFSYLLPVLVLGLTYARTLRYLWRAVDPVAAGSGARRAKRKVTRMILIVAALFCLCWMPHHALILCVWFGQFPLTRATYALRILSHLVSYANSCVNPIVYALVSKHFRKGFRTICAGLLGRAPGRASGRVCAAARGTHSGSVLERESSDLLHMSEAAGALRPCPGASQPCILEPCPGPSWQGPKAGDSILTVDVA
Yeast growth inh – reduces growth of yeast BB579 in restrictive medium | S. cerevisiae BB579 growth, OD615, 48 h | inhibition, % at 10 µM | 0.51% of 140,000 active;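 active = inhibition above a set limit, 3 SD over the mean compound inhibition, cut at about 44% in these data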; also: inactives centre near -24
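Test system: S. cerevisiae DeaD strain BB579 yeast; Medium: restrictive CSMM-D medium; Compound: one dose, 10 µM compound with 0.25% DMSO; Incubation: 4 h cell preincubation, 48 h compound exposure, 30 °C humidified; Signal: OD at 615 nm; Benchmarks: amphotericin B at 10 µg/mL as positive control.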
PTEN del growth – suppresses growth of cells with PTEN deletion. viability, % at 10 µM. AID 827. HCT116 PTEN-null viability, CellTiter-Glo, 60 h; active compounds read low. 1.2% of 140,000 active;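 active = viability at or below a set limit, 4 SD under the median of all tested compounds, cut at about 3.7% in these data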;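 also: PTEN knockout HCT116 line with beta catenin targeted HCT116 as companion control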
E-sel TNF inh – blocks E-selectin expression induced by TNF alpha; HUVEC TNFa-induced E-selectin immunofluorescence, high content; AID 1246; inhibition, % at 2 µM; 0.71% of 120,000 active;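 active = inhibition above the batch mean plus 3 SD, and confirmed as a hit on visual image review, cut at about 43% in these data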;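 also: 0% = TNF-stimulated DMSO wells and 100% = unstimulated control wells; not every result past the cut was called active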
Numbers without * were called inactive; nt = not tested or not shown.

SMILES	Measles CPE	bCat KO growth	Phagocyt inh	NPY Y2 blocker	MRP-1 activ	Yeast lifespan up	GALR2 antag	Yeast growth inh	PTEN del growth	E-sel TNF inh
COc1ccccc1N1CCN(C(=O)c2cc3n(n2)C(C(F)(F)F)CC(c2ccco2)N3)CC1 (stereo unspecified)	10	88	-2	-1	0.1	-16	-14	-5	94	-11
CC(=O)Nc1cc(C(=O)N2CCCC2)ccc1S(=O)(=O)c1ccc(Cl)cc1	3	98	-1	2	-2.9	-1	1	-9	98	-9
Cc1cc(C(=O)O)cc(S(=O)(=O)N2CCOCC2)c1C	5	87	0	0	0.0	-8	0	-34	100	-51
CCc1nnc(NC(=O)CSc2nnc(COc3cccc(C)c3)o2)s1	9	90	-1	1	0.2	27*	-4	-12	97	nt
CCOc1ccc(-c2nnn(CC(=O)NCc3ccco3)n2)cc1	4	93	1	2	-1.7	-6	4	-18	93	23
CCSc1nc(N)c2c3c(sc2n1)CN(C)CC3	44*	97	-2	0	-2.6	-11	3	-7	78	-47
C=CCn1c(SCc2cc(=O)n3cc(C)ccc3n2)nnc1-c1cccc(C)c1	3	90	-6	1	-2.0	6	5	-6	96	nt
CN(CCO)c1cc(N2CCN(C(=O)c3ccco3)CC2)c2nonc2c1[N+](=O)[O-]	14	91	-10	0	-1.5	1	-1	-22	96	nt
CC(=O)OCc1nc2sc3c(c2c(=O)[nH]1)CCCC3	11	93	nt	6	0.1	nt	-18	-21	105	4
CCOc1ccc2c(c1)c(C(C)=O)c(C)n2-c1ccccc1	4	101	-1	5	-1.7	-7	3	4	96	21
CCCC(=O)NC(c1ccc(N(C)C)cc1)c1c(O)ccc2ccccc12 (stereo unspecified)	25	92	-2	0	-2.1	0	10	-33	100	nt
CC(=O)N1N=C(c2ccc(Br)cc2)CC1c1cn(C)c2ccccc12 (stereo unspecified)	10	78	4	2	-1.4	7	3	-21	77	nt
C=CCN(c1ccccc1)S(=O)(=O)c1ccc2c(c1)oc(=O)n2C	22	96	-1	2	-0.3	-4	1	6	93	nt
N=c1n(CC(=O)O)c2ccccc2n1Cc1ccccc1Cl	3	104	0	1	-0.9	-5	0	-51	103	-41
CCn1c(SCC(=O)NCc2ccc(F)cc2)nc2c(c1=O)SC(C)C2 (stereo unspecified)	-1	93	1	6	-1.6	-10	10	22	94	-14
Cc1ccc(C(=O)Nc2ncc(Cc3ccc(SC(F)F)cc3)s2)cc1	8	14	1	13	-2.5	6	-10	-48	13	29
CCc1cccc(C)c1NC(=O)CN(C)Cc1cccc(F)c1	24	87	-3	7	-2.7	2	0	-34	77	-50
Cc1ccc(NC(=O)/C=C\C(=O)NCC(=O)O)cc1C	9	92	-1	-1	0.1	2	3	21	90	nt
Cc1ccc(CCNC(=O)CN(C)S(=O)(=O)c2ccc3c(c2)c(=O)n(C)c(=O)n3C)cc1	8	77	0	1	0.1	-9	8	-26	81	-5
COCCn1c(=NC(=O)CSCC(=O)NC2CCCCC2)sc2cc(OC)ccc21	19	89	0	8	-4.1	-4	-5	-19	78	1
CCN1C(=O)CC(C(=O)O)SC1=Nc1ccc(OC)cc1 (stereo unspecified)	9	102	-1	2	-0.6	-7	6	15	96	-12
CNc1ccccc1C(C)(C)c1cc(-c2ccco2)n[nH]1	7	81	-1	5	-2.3	-14	7	-38	76	43
O=C(CN1C(=O)CSc2ncccc21)N1CCOCC1	4	95	-1	0	-0.8	-6	8	-6	108	-16
CCOC(=O)c1c(C)n(C(=O)c2ccco2)c(=O)n1C(=O)c1ccco1	18	103	0	5	-2.4	29	-6	-48	99	nt
CCCNS(=O)(=O)c1ccc(OCC(=O)OC)cc1	39*	85	0	1	-1.7	-1	-1	0	101	1
(continued)
SMILES	Measles CPE	bCat KO growth	Phagocyt inh	NPY Y2 blocker	MRP-1 activ	Yeast lifespan up	GALR2 antag	Yeast growth inh	PTEN del growth	E-sel TNF inh
O=C(NC(Nc1cc(C(F)(F)F)ccc1Cl)C(=O)c1ccccc1)c1ccccc1 (stereo unspecified)	6	60	nt	2	1.1	-13	3	-10	51	8
COc1cc(/C=N/n2c(SC)nnc(C(C)(C)C)c2=O)ccc1O	4	95	0	1	-2.7	-13	5	-11	97	nt
CCC(=O)NC(Nc1cccc(C)n1)(C(F)(F)F)C(F)(F)F	14	102	-2	1	0.8	-2	4	-15	125	-46
Cc1ccc(CNC(=O)CCc2c(C)nc3ncnn3c2C)cc1	3	113	nt	1	-0.3	-15	-7	-5	112	-3
CC(NC(=O)C1CCCCC1)C(=O)NC1=NCCS1 (stereo unspecified)	12	93	1	4	-0.6	-8	-13	-33	102	10
N#C/C(=C(/O)COc1cccc2ccccc12)c1nc2ccccc2[nH]1	0	79	0	8	-1.3	-12	5	-28	91	nt
CCOC(=O)c1cnc(-n2nc(C)cc2C)nc1NC(C)c1ccccc1 (stereo unspecified)	6	2.3*	nt	17	-6.0	-2	9	28	3.6*	-20
COc1cc(NC(=O)COC(=O)c2ccc(S(=O)(=O)N3CC(C)CC(C)C3)cc2)c(C)cc1[N+](=O)[O-] (stereo unspecified)	27	95	-13	4	-3.2	-2	2	-24	88	4
O=c1c2ccccc2nc(SCc2ccc([N+](=O)[O-])cc2)n1-c1ccccc1	3	69	nt	3	-0.8	-4	-9	-48	68	1
CNC(C)c1cc(OC)ccc1OC (stereo unspecified)	3	87	nt	0	-1.1	-16	2	-19	89	-4
Cc1ccc(=O)n(C(C(=O)NCc2ccco2)C(=O)c2ccc(F)cc2)c1 (stereo unspecified)	21	99	-1	1	0.1	3	4	-45	106	16
Cc1cc(C)n(C2=NS(=O)(=O)c3ccccc32)n1	5	105	0	0	0.6	-3	-7	-29	108	17
CC(C)C(c1nnnn1Cc1cccs1)N1CCN(C2CCCC2)CC1 (stereo unspecified)	5	83	1	10	-2.4	3	3	-9	77	5
CC1CCN(C(=O)CN2C(=O)C(=O)c3ccccc32)CC1	6	93	0	-1	-1.5	-1	1	-19	90	0
COc1ccccc1C(=O)N1CCN(c2nc3cc(C)c(C)cc3cc2C#N)CC1	23	27	nt	6	-3.5	-2	6	-35	28	nt
Cc1cc(OC(=O)c2ccco2)c2c(C)cc(=O)oc2c1	4	89	0	3	-2.2	-6	0	13	96	-8
Cc1cccc(OCCC(=O)NCC(c2ccco2)N2CCCCC2)c1 (stereo unspecified)	7	86	-1	-2	-1.0	7	4	-43	89	24
CCN(CC(=O)Nc1ccc2c(c1)OCCO2)S(=O)(=O)c1cccs1	7	91	0	2	-1.6	-16	-10	-50	87	-10
COc1ccc(-c2nc3ccccc3[nH]2)cc1	3	47	-1	9	-1.9	-14	-3	-4	46	-1
CC(C)(C)NC(=O)COC(=O)/C=C/c1ccccc1[N+](=O)[O-]	16	100	-1	-3	-1.0	0	10	-58	106	-4
O=C(O)CC1NC(=O)N(c2ccccc2)C1=O (stereo unspecified)	7	103	0	5	-1.1	-13	-10	-51	87	12
Cn1c(=O)oc2cc(S(=O)(=O)N3CCCC(C(=O)Nc4ccc5c(c4)OCCO5)C3)ccc21 (stereo unspecified)	9	90	0	2	-3.0	-6	-5	-22	86	-13
COc1cccc(OCC(=O)NNC(=O)c2ccc(-c3ccccc3)cc2)c1	3	94	nt	0	-2.7	-7	-9	-31	94	18
COc1ccc2c(C(=O)CN3CCN(c4ccccc4)CC3)c[nH]c2c1	28*	92	-1	2	-3.5	-3	-1	2	94	18
CC(=O)N(/N=C/c1cccc(C)c1)c1nc(-c2ccc(Br)cc2)cs1	3	87	nt	0	-0.3	7	-4	-86	100	-5
The results go on:
SMILES	Measles CPE	bCat KO growth	Phagocyt inh	NPY Y2 blocker	MRP-1 activ	Yeast lifespan up	GALR2 antag	Yeast growth inh	PTEN del growth	E-sel TNF inh
CCC(C)NC(=O)CSc1nc2c(sc3ccccc32)c(=O)n1CCCN1CCOCC1 (stereo unspecified)	17	74	-1	4	-1.1	-18	5	15	66	41
O=C(NNC(=S)NC(=O)c1ccccc1[N+](=O)[O-])c1ccccc1Cl	11	52	-4	1	-2.2	17	2	-22	55	nt
Cc1ccc(SC(C)C(=O)Nc2ccncc2)cc1 (stereo unspecified)	9	100	-2	-1	-1.2	-16	-2	6	90	-40
Cc1noc(/C=C/N(C)C)c1S(=O)(=O)N1CCC(C(=O)O)CC1	7	101	0	1	0.7	-4	5	-52	101	31
O=C(NCc1ccc2c(c1)OCO2)c1ccc(CN2CCOCC2)cc1	7	105	-1	3	-1.7	-12	-7	-37	98	7
O=C(COc1cnc2ccccc2n1)NCCC1=CCCCC1	22	93	4	3	-1.5	-11	-7	-6	82	nt
Cc1cc(C)c2[nH]c(=O)c(C(c3nnnn3C(C)(C)C)N3CCN(C(=O)c4ccco4)CC3)cc2c1 (stereo unspecified)	6	72	-3	2	-2.6	-12	1	-18	80	-4
COCCn1c(C)cc(C(=O)COC(=O)c2ccc[nH]c2=O)c1C	28	84	-12	3	-2.3	5	15	-14	94	-29
CCOC(=O)c1cnn2c(C(F)(F)F)cc(-c3ccco3)nc12	6	90	-1	-1	-4.5	-26	-3	6	92	-21
Cc1c(CN(C)CCc2ccccc2)c(=O)n(-c2ccccc2)n1C	1	98	1	2	-1.9	-15	-1	-13	93	nt
O=C(c1ccc(CS(=O)(=O)c2ccccc2)o1)N1CCN(c2ncccn2)CC1	13	105	0	0	-0.6	-1	-7	7	101	3
C=CCc1ccc(OCCOCCNCCOC)c(OC)c1	10	102	0	3	-0.9	-10	-13	-19	95	nt
CCS(=O)(=O)c1ccc2oc(Nc3ccc(C(C)C)cc3)nc2c1	2	78	0	-2	-2.2	-14	12	-24	79	64*
CC1CC(C)CN(C(=O)c2cn(C)c3ccc(S(=O)(=O)N(C)C)cc3c2=O)C1 (stereo unspecified)	5	99	0	0	-0.2	-11	-5	16	98	nt
Brc1ccc(Cn2c(-c3cncs3)nc3ccccc32)cc1	26	81	nt	10	-0.2	nt	4	-36	75	11
COC(=O)c1ccc(C2/C(=C(/O)c3ccc(OC(C)C)cc3)C(=O)C(=O)N2c2cc(C)on2)cc1 (stereo unspecified)	4	96	-2	6	3.2	1	-9	-30	97	-31
COc1ccc2cc(C(=O)NCc3ccco3)c(=Nc3ccc(C(=O)O)cc3)oc2c1	5	78	-1	2	-3.3	-23	3	-45	81	-32
COc1ccc(C2/C(=C(/O)c3ccc4c(c3)CC(C)O4)C(=O)C(=O)N2CCN2CCOCC2)cc1 (stereo unspecified)	16	84	1	4	-1.4	-5	6	-1	90	-4

Reformatted with values under each structure: part of the list above
Results follow in this order: Measles CPE, bCat KO growth, Phagocyt inh, NPY Y2 blocker, MRP-1 activ, Yeast lifespan up, GALR2 antag, Yeast growth inh, PTEN del growth, E-sel TNF inh
COCCn1c(C)cc(C(=O)COC(=O)c2ccc[nH]c2=O)c1C
  28, 84, -12, 3, -2.3, 5, 15, -14, 94, -29
CCOC(=O)c1cnn2c(C(F)(F)F)cc(-c3ccco3)nc12
  6, 90, -1, -1, -4.5, -26, -3, 6, 92, -21
Cc1c(CN(C)CCc2ccccc2)c(=O)n(-c2ccccc2)n1C
  1, 98, 1, 2, -1.9, -15, -1, -13, 93, nt

Screens deposited in PubChem BioAssay by several laboratories.
